Bioassay records (PubChem BioAssay)
TRHR PAM: allosteric enhancers of human TRH receptor; TRHR cells, fluo-8 calcium fluorescence, EC20 TRH enhancement; enhancement, % at 2 µM; 360,000 tested, 0.66% active; in the data active means enhancement above about 30%; further: 0% is about no effect
Target sequence (P34981 whole entry, looked up): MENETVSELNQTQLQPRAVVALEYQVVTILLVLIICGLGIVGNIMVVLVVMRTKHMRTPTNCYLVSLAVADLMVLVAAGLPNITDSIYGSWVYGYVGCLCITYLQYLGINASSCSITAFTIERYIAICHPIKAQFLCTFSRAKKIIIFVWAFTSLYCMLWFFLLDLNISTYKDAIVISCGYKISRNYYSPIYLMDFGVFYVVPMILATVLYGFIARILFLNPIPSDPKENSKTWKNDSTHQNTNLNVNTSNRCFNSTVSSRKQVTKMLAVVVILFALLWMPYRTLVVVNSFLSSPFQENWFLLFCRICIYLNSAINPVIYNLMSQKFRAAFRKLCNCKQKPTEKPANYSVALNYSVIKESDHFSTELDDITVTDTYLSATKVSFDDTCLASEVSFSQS
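TRHR-expressing cells loaded with fluo-8 calcium dye were read kinetically (ex 480/em 530) during compound addition, then stimulated with an EC20 of TRH (10 nM final). Enhancement of the Gq-mediated intracellular calcium response was scored.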
TRHR agonist: agonists of human TRH receptor; TRHR cells, calcium flux fluo-8, FDSS agonist mode; activation, % at 2 µM; 360,000 tested, 0.18% active; AID 493084; in the data active means activation above about 30%; further: 0% is about no effect
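TRHR-expressing cells loaded with fluo-8 calcium dye; 23 nL library compound pin-transferred, kinetic FDSS fluorescence (Ex 480/Em 530) recorded about 180 s for agonist-induced calcium release, before a 10 nM TRH EC20 addition for potentiator mode.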
D2 antag: antagonists of human D2 dopamine receptor | HEK293 TREx D2 cells, calcium flux, dopamine EC80 | inhibition, % at 10 µM | 340,000 tested, 2% active; in the data active means inhibition above about 30%; further: 0% is about no effect
Target sequence (P14416 whole entry, looked up): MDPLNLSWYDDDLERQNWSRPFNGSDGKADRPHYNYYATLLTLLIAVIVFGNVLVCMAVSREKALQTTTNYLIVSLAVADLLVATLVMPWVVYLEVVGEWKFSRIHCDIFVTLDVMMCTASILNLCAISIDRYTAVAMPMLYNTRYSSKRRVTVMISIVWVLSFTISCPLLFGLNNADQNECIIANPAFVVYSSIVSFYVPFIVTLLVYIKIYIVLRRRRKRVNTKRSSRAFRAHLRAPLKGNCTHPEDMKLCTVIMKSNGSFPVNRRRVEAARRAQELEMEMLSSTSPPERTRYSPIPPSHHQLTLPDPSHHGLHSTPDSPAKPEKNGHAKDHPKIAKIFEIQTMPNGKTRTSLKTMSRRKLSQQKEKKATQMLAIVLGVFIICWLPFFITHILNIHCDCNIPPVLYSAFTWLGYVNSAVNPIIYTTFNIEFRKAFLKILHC
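Dopamine at EC80 is the agonist stimulus; test compounds precede it by 180 s. Calcium flux read kinetically in a force-coupled, inducible HEK293 T-REx D2 cell line.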
IDH1 R132H inh: human IDH1 R132H inhibition; IDH1-R132H enzyme, NADPH consumption, diaphorase/resazurin fluorescence; Potency, µM (doses to about 76.6 µM), inactives show top-dose activity change, negative = inhibition, most hits filed as inhibitors; 390,000 tested, 0.093% active; AID 602179; further: potency means the concentration at half of the fitted maximal effect; on the % scale 0 is the no-effect control and ±100 the full control effect; nearly all actives have a fitted effect of over 65% in size
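IDH1-R132H (0.5 ug/mL dispensed) in pH 7.5 Tris buffer was preincubated 30 min with compound, then given a substrate mix of 0.016 mM NADPH and 2 mM alpha-KG for 80 min at room temperature; remaining NADPH was read by diaphorase/resazurin fluorescence.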
PI4K2A block: PI4K2A (human) kinase inhibition; Q9BTU6; purified PI4K2A, ADP-Glo luminescence, 1 h; active compounds read low; activity change, negative = inhibition, % at 76.9 µM; 420,000 tested, 0.13% active; in the data active means activity change below about -50%; inconclusive means mostly about -30% to -49%;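 further: -100% = wells without enzyme as full effect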
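Compounds are screened against recombinant PI4K2A using PI as substrate and ATP, the latter dispensed at 300 microM. Reactions run one hour at ambient temperature before ADP-Glo detection; full inhibition defined by wells lacking enzyme.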
TrxR1 inh: blocks rat thioredoxin reductase 1; O89049; recombinant rTrxR1, NADPH fluorescence consumption, selenite substrate; Potency, µM (titrated, usually from 114 µM), for the others: at the top dose activity change, negative = inhibition, actives largely listed as inhibitors; 390,000 tested, 1% active; AID 588453; further: potency means the concentration at half of the fitted maximal effect; on the % scale 0 is the no-effect control and ±100 the full control effect; nearly all actives have a fitted effect of over 65% in size
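Rat TrxR1 (90 nM in the dispensed reagent) was pre-reduced with 400 uM NADPH for 5 min at room temperature, then incubated with compound for 15 min. After 400 uM selenite was added, NADPH fluorescence (Ex 340/Em 450 nm) was followed for 8 min.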
USP1 inh: USP1/UAF1 (human) deubiquitinase inhibition; recombinant USP1/UAF1, Ub-Rhodamine cleavage fluorescence; AID 743255; Potency, µM (titrated, usually from 57.1 µM), for inactives: at the top dose activity change, negative = inhibition, usual class: inhibitors; 390,000 tested, 0.23% active; further: potency means the concentration at half of the fitted maximal effect; on the % scale 0 is the no-effect control and ±100 the full control effect; nearly all actives have a fitted effect of over 60% in size; inactives centre near -12
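Step one: compound is pinned into 1nM USP1/UAF1 in HEPES pH 7.8 buffer with TCEP. Step two: 15 min room-temperature incubation. Step three: Ub-Rho (150nM final) starts cleavage, tracked by fluorescence over six one-minute reads.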
TrxR1 substrate: is turned over as a substrate by rat TrxR1. O89049. purified TrxR1 substrate turnover, NADPH consumption readout. Potency, µM (highest dose often 114 µM), inactives show at the top dose activity change, negative = substrate turnover. 390,000 tested, 0.01% active. AID 588456; further: potency means the concentration at half of the fitted maximal effect; on the % scale 0 is the no-effect control and ±100 the full control effect; nearly all actives have a fitted effect of over 50% in size
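Rat TrxR1, dispensed at 90 nM, was prereduced with 400 uM NADPH (final) for 5 min at ~22 deg C, then incubated with compound 15 min before 400 uM selenite. A first-read NADPH fluorescence drop versus no-compound background flagged substrates.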
D2 agonist: D2 dopamine receptor (human) agonism. P14416. HEK293 T-REx D2 cells, calcium flux agonist mode. activation, % at 2 µM. 340,000 tested, 0.53% active. AID 485358;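 active means activation over 3 SD above normal in the single-dose calcium agonist read, cut at about 30% in these data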; further: 0% is about no effect
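Tetracycline-induced HEK293 Trex cells with D2 receptor force-coupled to calcium signaling, plated overnight at 30 C and loaded with no-wash calcium dye. Calcium flux read kinetically for 180 s after compound addition; responses flag agonists.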
Active calls of the source: *; ? = inconclusive; . = not tested or not shown; [ ] = remark or other dose. Unless noted, the call rests on the fitted dose curve; in most records, active means well fitted inhibition curve with a large enough effect; inconclusive means small, poorly fitted or top-dose-only effect; inactive means no such curve, though single readings can be large or run the other way.

SMILES | TRHR PAM | TRHR agonist | D2 antag | IDH1 R132H inh | PI4K2A block | TrxR1 inh | USP1 inh | TrxR1 substrate | D2 agonist
Cc1cc(C(=O)NNC(=O)C2CCCC2)c(C)o1 | 3 | 0.6 | 25 | 4% | 6 | 28%[57.1 µM] | -1% | 8%[57.1 µM] | 1.6
N#Cc1c(-c2ccc(Cl)cc2)ccn2nc(CCC(=O)O)nc12 | -1 | -0.2 | -7 | 2% | 1 | 0%[57.1 µM] | -16% | 22% | -0.2
Cc1ccc(N2CC(O)=C(c3nc4ccccc4c(=O)[nH]3)C2=N)cc1C | 4 | 0.3 | -13 | 5% | 1 | 23%[57.1 µM] | -7% | 10%[57.1 µM] | -0.4
COc1ccc(-c2nc3ccccc3c(=O)n2CCOc2ccccc2C)cc1 | -2 | 0.3 | 3 | 13% | 0 | 18% | -12% | 11% | -0.1
COc1ccc(NC(=O)CN(c2ccc(C(C)C)cc2)S(=O)(=O)c2c(C)noc2C)cc1OC | 3 | 0.0 | -11 | 3% | -4 | 11% | -8% | 3% | -0.9
CCC1CCC/C1=N\NC(=O)c1ccoc1C (stereo unspecified) | -3 | 0.3 | -14 | -6% | -17 | 15% | -24% | 3% | -0.1
Cc1c(NC(=O)C(C)OC(=O)c2cc(-c3cccc4ccccc34)nc3ccccc23)c(=O)n(-c2ccccc2)n1C (stereo unspecified) | -20 | 0.3 | 7 | 0% | -1 | -10% | -13% | -6% | 0.3
CCOc1ccc(N(CC(=O)O)S(=O)(=O)c2ccc(OC)c(OC)c2)cc1 | -4 | 0.0 | -4 | -4% | -4 | 7%[57.1 µM] | 0% | 9%[57.1 µM] | 0.3
Cc1cc(CNCc2c(C(=O)N(C)Cc3ccccc3)nc3ccccn23)nn1C | 5 | 0.2 | -5 | -7% | -6 | ? | -1% | 5% | -0.3
N#CC1=C(N)Oc2cc3ccccc3cc2C1c1cccs1 (stereo unspecified) | 0 | -0.6 | 2 | 8% | 3 | -5% | -20% | -4% | -1.6
CCCSc1nc2c(c(=O)n(C)c(=O)n2C)n1Cc1ccc(C)cc1 | 1 | -0.3 | -3 | 8% | -2 | ? | -4% | -4%[11.4 µM] | 1.0
C/C(=N/Nc1nc(C)cc(C)n1)c1ccc(Br)cc1 | -13 | -0.8 | . | 2% | 1 | 10% | -29% | 0% | .
CCCCn1c(N)c(N(CCOC)C(=O)CN2C(=O)c3ccccc3C2=O)c(=O)[nH]c1=O | 4 | 0.8 | 13 | 3% | -4 | 1% | -19% | -3% | 0.4
O=C(O)c1ccccc1OCCN1CCCC1=O | -4 | 0.6 | -9 | 3% | -6 | 5%[57.1 µM] | -18% | 3%[57.1 µM] | 0.5
COc1ccc(S(=O)(=O)N2CCCC2)cc1Br | -5 | -0.2 | 2 | -6% | 1 | 11%[57.1 µM] | -17% | -14% | -0.6
COc1ccc(C(=O)C2CCN(C(=O)c3ccc(F)cc3)CC2)cc1 | -4 | 0.2 | . | 3% | 4 | 8%[57.1 µM] | -10% | -11% | .
N#Cc1ccc(NC2c3ccccc3CC2O)cc1 (stereo unspecified) | . | . | . | 4% | 2 | 5%[11.4 µM] | 0% | 6%[57.1 µM] | .
CC(C)(C)S(=O)(=O)/C(C#N)=N/Nc1ccc(Cl)cc1 | 10 | 3.7 | . | 9% | -1 | -2%[57.1 µM] | -2% | -2%[57.1 µM] | .
O=C(CC(C(=O)O)N1CCOCC1)Nc1ccc(Cl)cc1 (stereo unspecified) | -5 | 0.7 | -2 | -5% | 2 | 13% | -12% | 6% | 0.3
C=C1[C@H](C)CN(S(=O)(=O)C(C)(C)C)[C@H]1CCO | . | . | . | -5% | -1 | 14% | -4% | -1% | .
Cc1ccc(CONC(=O)c2cccc([N+](=O)[O-])c2)cc1 | 2 | 0.7 | -6 | 2% | -4 | -8% | -9% | -6% | -0.1
Cc1cc2nc3c(=O)n(CCc4ccccc4)c(=O)[nH]c3nc2cc1N | 24 | 142* | -13 | 5% | -27 | 21% | 18µM* | 2% | 95*
Cc1nn(-c2ccccc2)c(Cl)c1/C=N/NC(=O)c1ccncc1 | 1 | -0.2 | -2 | 0% | -2 | 11% | -21% | -1% | 0.5
COc1cccc(C(=O)Nc2ccccc2C(=O)NCC2CCCO2)c1 (stereo unspecified) | -7 | -0.2 | 8 | -12% | 5 | 16% | -20% | 1% | -0.8
Cc1cccc(N/C=C/C(=O)c2ccc(Cl)cc2)c1 | 2 | 0.0 | 4 | 5% | -2 | 18% | -12% | 2% | 0.5
COc1cc(C(=O)Nc2ccc(OCC(=O)O)cc2)cc(OC)c1OC | 1 | -0.2 | -3 | 0% | 0 | 12% | -10% | 0% | 0.2
COc1ccc(C(=O)c2sc(Nc3ccc(NC(C)=O)cc3)nc2C)cc1 | 8 | 0.4 | 2 | -1% | -2 | -5% | -11% | -3% | -3.7
CC1CCCC(NC(=O)COC(=O)c2ccc(Br)o2)C1C (stereo unspecified) | . | . | . | -1% | -3 | 8% | -16% | 0% | .
CC1CCN(S(=O)(=O)c2ccc(C(=O)OC(C)C(=O)N(C)C3CCCCC3)cc2)CC1 (stereo unspecified) | 8 | 0.0 | -6 | -20% | 1 | -2%[57.1 µM] | -9% | -4%[57.1 µM] | 0.4
O=C1CN(c2nc3ccccc3n3cnnc23)CC(=O)N1CCc1ccccc1 | 1 | -0.1 | 4 | -2% | -1 | -10% | -27% | -3% | -0.6
CCOC(=O)c1c(C)[nH]c(C(=O)COC(=O)CSCC(=O)N(CC)CC)c1C | 10 | -1.2 | -7 | -2% | 4 | 11% | -17% | -2% | -0.4
Cc1nc(NCCN2CCOCC2)c2oc3ccccc3c2n1 | -6 | 0.1 | -6 | 1% | 4 | 10% | -4% | 2% | 0.1
O=C(O)CSc1nc2c(c(=O)[nH]1)CCCC2 | 2 | -0.1 | -17 | 5% | 9 | 22% | -7% | 5% | 0.6
COc1cc(Br)cc(CN2CCN(c3ncccn3)CC2)c1O | -3 | -0.3 | 74* | 3% | -6 | 25% | -24% | 8% | 76*
O=C(CSc1ccc2nnc(CCNC(=O)c3ccccc3)n2n1)NCc1ccco1 | -9 | -0.2 | -10 | 5% | 1 | -10% | -11% | 2% | -0.8
CCCn1c2ccccc2c2nnc(SCC(=O)Nc3nnc(CC(=O)OCC)s3)nc21 | -6 | -0.7 | 2 | 5% | 10 | -7% | -14% | -4% | -0.2
CN(C)S(=O)(=O)c1ccc(C(=O)OCC(=O)Nc2ccc3c(c2)OCO3)cc1 | -2 | 0.2 | -5 | 2% | -7 | 21% | -9% | 9% | 0.6
CCN(CC)S(=O)(=O)c1cccc(NC(=O)COc2ccc(F)cc2Br)c1 | -8 | 1.0 | 1 | 1% | 25 | 22%[57.1 µM] | -12% | 2%[57.1 µM] | -0.2
C=Cn1cc[n+](CC(=O)c2ccc(C)cc2)c1 | -1 | 0.8 | -14 | 8% | 2 | 7%[57.1 µM] | -23% | 3%[57.1 µM] | -0.6
CCOc1nc(NCCN2CCOCC2)nc(Nc2ccc([N+](=O)[O-])cc2)n1 | -5 | -0.4 | -1 | -11% | 1 | 2% | -7% | -7% | 0.0

In another format: entries from further up.
> CC1CCN(S(=O)(=O)c2ccc(C(=O)OC(C)C(=O)N(C)C3CCCCC3)cc2)CC1 (stereo unspecified)
  TRHR PAM: 8 | TRHR agonist: 0.0 | D2 antag: -6 | IDH1 R132H inh: -20% | PI4K2A block: 1 | TrxR1 inh: -2%[57.1 µM] | USP1 inh: -9% | TrxR1 substrate: -4%[57.1 µM] | D2 agonist: 0.4

> O=C1CN(c2nc3ccccc3n3cnnc23)CC(=O)N1CCc1ccccc1
  TRHR PAM: 1 | TRHR agonist: -0.1 | D2 antag: 4 | IDH1 R132H inh: -2% | PI4K2A block: -1 | TrxR1 inh: -10% | USP1 inh: -27% | TrxR1 substrate: -3% | D2 agonist: -0.6

> CCOC(=O)c1c(C)[nH]c(C(=O)COC(=O)CSCC(=O)N(CC)CC)c1C
  TRHR PAM: 10 | TRHR agonist: -1.2 | D2 antag: -7 | IDH1 R132H inh: -2% | PI4K2A block: 4 | TrxR1 inh: 11% | USP1 inh: -17% | TrxR1 substrate: -2% | D2 agonist: -0.4

> Cc1nc(NCCN2CCOCC2)c2oc3ccccc3c2n1
  TRHR PAM: -6 | TRHR agonist: 0.1 | D2 antag: -6 | IDH1 R132H inh: 1% | PI4K2A block: 4 | TrxR1 inh: 10% | USP1 inh: -4% | TrxR1 substrate: 2% | D2 agonist: 0.1

Following part.
SMILES | TRHR PAM | TRHR agonist | D2 antag | IDH1 R132H inh | PI4K2A block | TrxR1 inh | USP1 inh | TrxR1 substrate | D2 agonist
CCNC(=O)C12CCC(C)(C(=O)O1)C2(C)C (stereo unspecified) | -8 | 0.5 | -36 | -11% | -1 | 27% | -3% | 5% | -1.5
CC(C)(CNC(=O)COc1ccccc1Cc1ccccc1)N1CCOCC1 | -2 | 0.4 | 15 | 3% | 3 | 13%[57.1 µM] | -17% | 6%[57.1 µM] | -0.2
CCn1c(CSCc2c(Cl)cccc2Cl)n[nH]c1=S | -3 | -1.9 | -6 | 20% | 4 | -14%[57.1 µM] | -12% | 5% | -0.9
Cn1c(SCC(=O)NCCc2ccc(S(N)(=O)=O)cc2)nc2ccccc2c1=O | -5 | 0.2 | 1 | 0% | -1 | 16%[57.1 µM] | -23% | 10%[57.1 µM] | 0.3
Cc1cc(NC(=O)COC(=O)c2ccccc2O)no1 | . | . | . | 1% | -1 | -2% | -1% | 5% | .
O=C1CC(N2C(=O)/C(=C/C=C/c3ccccc3)SC2=S)C(=O)N1c1ccccc1 (stereo unspecified) | 5 | 1.9 | -6 | 3% | -4 | -22% | -18% | -15% | 1.4
CN(Cc1ccccc1)c1ccc(-c2nc(-c3ccncc3)no2)cc1[N+](=O)[O-] | 8 | -0.1 | . | 3% | -5 | 6% | -9% | -6% | -1.5
O=C1C2CC=CCC2C(=O)N1c1ccc(N2CCN(c3ccccn3)CC2)c([N+](=O)[O-])c1 (stereo unspecified) | 7 | 1.5 | 18 | 6% | 3 | 16% | -24% | 2% | 26
